Polio RdRp inh – poliovirus RdRp elongation inhibitors, primary screen, biochemical, fluorescence polarization, total intensity. Genome polyprotein (Poliovirus type 1 (strain Mahoney)), P03300. AID 588519, 2011. actives 0.66% (n = 150,000). % elongation, % (compound at 16.7 µg/mL). poliovirus polymerase elongation; active compounds read low; in the data active means % elongation below about 90%; further: some results filed as inactive read as strong as hits
Target sequence (P03300 1749-2209 limits assumed): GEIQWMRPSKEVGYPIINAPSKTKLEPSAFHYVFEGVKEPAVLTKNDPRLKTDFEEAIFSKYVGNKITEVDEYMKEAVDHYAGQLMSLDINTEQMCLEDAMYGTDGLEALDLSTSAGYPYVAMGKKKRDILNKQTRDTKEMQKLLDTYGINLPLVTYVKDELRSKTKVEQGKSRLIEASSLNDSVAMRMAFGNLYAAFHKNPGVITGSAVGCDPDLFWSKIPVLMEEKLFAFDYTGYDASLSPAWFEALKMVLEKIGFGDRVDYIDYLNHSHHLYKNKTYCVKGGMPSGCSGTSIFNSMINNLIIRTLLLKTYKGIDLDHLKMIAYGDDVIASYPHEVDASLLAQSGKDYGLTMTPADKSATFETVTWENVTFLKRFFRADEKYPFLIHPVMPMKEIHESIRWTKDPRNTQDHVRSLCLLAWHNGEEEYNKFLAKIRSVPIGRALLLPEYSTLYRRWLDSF
Polio RdRp inh FP z-score – further read-out of Polio RdRp inh, marked with its call; z-score; measured here: FP z-score; hits read low
Numbers without * were called inactive; & = joins results of further samples. This is a subset; count on the stated rates, not on these rows.

Screens in order: Polio RdRp inh	Polio RdRp inh FP z-score
CCCCNc1ccc(C(F)(F)F)cn1
→ 100	-1
CC(=O)N=C1SC2CS(=O)(=O)CC2N1c1ccc2c(c1)OCO2 (stereo not given)
→ 106	0.7
S=C(c1ccc(Br)cc1)N1CCCC1
→ 103	0
CN1CCN(Nc2ncnc3sc4c(c23)CCCC4)CC1
→ 103	0.2
O=C(Nc1ccccn1)C1CCCN1S(=O)(=O)c1ccc(Cl)cc1 (stereo not given)
→ 100	-0.7
CN(C(=O)CSc1nc2ccc(NC(=O)c3cccc(F)c3)cc2s1)c1ccccc1
→ 104	-0.7
CCOC(=O)Oc1c(Cl)cc2oc(=O)sc2c1Br
→ 112	1.5
CC(=O)Nc1ccc(-c2ccc(NC(C)=O)cc2)cc1
→ 104	0
CNC(C)c1nc2ccccc2s1 (stereo not given)
→ 99	-0.2
CCCN(C(=O)c1c(C)oc2ncnc(N3CCOCC3)c12)c1ccc(Cl)c(Cl)c1
→ 103	-0.1
COc1ccccc1NC(=O)C1=C(C)NC2=C(C(=O)CC(C)(C)C2)C1c1ccc(Cl)cc1Cl (stereo not given)
→ 105	0.1
O=C(COC(=O)c1cc2ccccc2oc1=O)c1ccccc1
→ 100	-0.3
CCc1cccc(NC(=O)CN(C)S(=O)(=O)c2cccc3cccnc23)c1
→ 104	0
CC(=O)[C@@]1(O)CCC2C3C[C@H](C)C4=CC(=O)C=CC4(C)[C@@]3(F)[C@@H](O)C[C@@]21C (stereo not given in full)
→ 101	0.5
OCC12CC3CC(C1)CC(CO)(C3)C2
→ 101	-0.1
CCNc1nc(NCC)nc(Oc2ccc(=O)[nH]n2)n1
→ 101	-0.4
O=C(Nc1ccccc1Cl)c1ccccc1O
→ 98	-0.3
COCCNC(=O)CN1C(=O)c2cccnc2Oc2ccc(Cl)cc21
→ 112	1.4
O=C(ON1C(=O)c2ccccc2C1=O)c1ccco1
→ 102	0.1
CC(C)Cc1cc(C(=O)O)nc(=O)[nH]1
→ 99	-0.5
O=C(O)c1ccc(N2C(=O)CSC2=S)cc1
→ 101	-0.3
N#Cc1c(NC(=O)CSc2ccccn2)sc2c1CCCC2
→ 103	0.1
CC(Nc1nc2ccccc2s1)C(=O)NN (stereo not given)
→ 102	-0.1
Cc1ccc2c(c1)N(CC(=O)N(Cc1cccnc1)C1CCCC1)C(=O)C(C)O2 (stereo not given)
→ 105	1
CCNC(=O)Nc1nc2ccccc2s1
→ 103	0.3
O=C(Cn1nc(-c2ccccc2)nc(Cc2ccccc2)c1=O)Nc1ccc(Cl)cc1
→ 109	0.6
CCN(C(=O)c1cccn(Cc2cccc(Cl)c2)c1=O)c1ccccc1
→ 110	0.5
COc1ccc(NC(=O)c2ccc(-c3cccc(Cl)c3C)o2)cc1
→ 107	0.2
COc1ccc(NC(=O)CN2C(=O)CSc3ccc(S(=O)(=O)N4CCCC4)cc32)cc1OC
→ 101	-0.2
Cc1ccc(C(=O)NCc2ccc3c(c2)CCN3C(=O)c2ccc(C)cc2)cc1
→ 108	0.3
C=CCn1c(=O)/c(=C\c2ccccn2)s/c1=C(/C#N)C(=O)NCC1CCCO1 (stereo not given)
→ 47	-5.9
Nc1nc(N)nc(CSc2nnc(-c3ccccc3)n2-c2ccc(F)cc2)n1
→ 100	-0.6
COc1ccc(Br)cc1CN1CCN(C2CCCCCC2)CC1
→ 98	-0.4
CC(=O)Nc1cc(C(=O)NCc2ccc(C)cc2)ccc1Sc1ccc(C)cc1
→ 112	0.5
Cn1c(=O)c2c(nc(SCC(=O)Nc3ccc(F)cc3)n2Cc2ccccc2F)n(C)c1=O
→ 104	0
CCOC(=O)c1ccc2nc(CCC(=O)NC3CCC(C)CC3)c(=O)n(CC)c2c1 (stereo not given)
→ 107	0.4
CCNS(=O)(=O)c1cccc2c(N)cccc12
→ 99	-0.7
O=S(=O)(NC1CCc2ccccc21)c1ccc(-n2cnnn2)cc1 (stereo not given)
→ 100	-1
CCC(C)NC(=O)c1sc2nc(C)c(C(=O)Nc3ccc(Cl)cc3)c(-c3ccc(Br)cc3)c2c1N (stereo not given)
→ 107	0.6
C(=N\c1ncn[nH]1)/c1ccccc1
→ 101	0.2

Reprinted at random: 2 entries already listed, in no set order.
Screens in order: Polio RdRp inh	Polio RdRp inh FP z-score
C=CCn1c(=O)/c(=C\c2ccccn2)s/c1=C(/C#N)C(=O)NCC1CCCO1 (stereo not given)
→ 47	-5.9
CCOC(=O)c1ccc2nc(CCC(=O)NC3CCC(C)CC3)c(=O)n(CC)c2c1 (stereo not given)
→ 107	0.4

(more compounds)
Screens in order: Polio RdRp inh	Polio RdRp inh FP z-score
CC(Nc1ccc(-c2nc(-c3ccncc3)no2)cc1[N+](=O)[O-])c1ccccc1 (stereo not given)
→ 106	-0.4
C=CCn1c(N)cc(=O)nc1SC(C)C(=O)Nc1ccc(C)cc1 (stereo not given)
→ 101	0.3
COc1cccc(NC(=O)C(=O)NCCc2csc(-c3ccc(C)cc3)n2)c1
→ 110	0.6
CCSc1nc2c(c(=O)n1-c1ccc(F)cc1)SCC2
→ 100	-0.5
CC(C)(C)c1nc2c(o1)NC(N)=C(C(N)=O)C2c1ccc(OCC#N)cc1 (stereo not given)
→ 101	0
CCOc1ccccc1NC(=O)c1cn(C2CCCC2)c(=O)c2c1c1ccccc1n2C
→ 111	-0.4
OC1(c2ccc(Br)cc2)CN(c2ccccc2)C2=[N+]1CCCS2 (stereo not given)
→ 100	-0.8
CCNc1ncnc2c1cnn2C
→ 101	0.3
CC(SCC(=O)O)c1nc2ccccc2[nH]1 (stereo not given)
→ 108	0.6
Cc1ccc(/C=C2/C(=O)N=C(N)N2C)s1
→ 103	0.4
O=C1CCCC(Cn2cncn2)C1 (stereo not given)
→ 106	0.3
O=C(Nc1ccc2nc(SCC(=O)N3CCCc4ccccc43)sc2c1)c1cccc(F)c1
→ 99	-1.7
CC1(CC(=O)N=Nc2c(O)[nH]c3ccccc23)OCCO1
→ 101	-0.3
CCc1cccc(C)c1NC(=O)Cn1nc(C)c2nn(-c3ccc(Cl)cc3)c(C)c2c1=O
→ 112	0.9
N#CC1=C(N)N(c2ccccc2)C2=C(C(=O)CCC2)C1c1ccccc1 (stereo not given)
→ 103	0.2
Cc1nn(C)c(C)c1NC(=O)/C(C#N)=C\N(C)C
→ 105	0.9
Cc1ccc(C(CNC(=O)COc2ccccc2)N2CCN(C)CC2)cc1 (stereo not given)
→ 106	1.3
O=C(COC(=O)c1ccccc1)NCc1ccco1
→ 100	-0.4
COc1ccccc1C(=O)NCC(C)(C)CN=C1NS(=O)(=O)c2ccccc21
→ 101	-0.1
Cc1ccc(NC(=O)CSc2nc(-c3ccc(C(C)(C)C)cc3)nc3cc(=O)[nH]n23)cc1C
→ 108	0.3
Cc1cc(C(=O)Nc2c(C)cccc2C)n(-c2ccccc2)n1
→ 109	1.3
O=C(Nc1cccc(C(=O)N2CCN(c3ccccc3)CC2)c1)c1nsc2ccccc12
→ 105	-0.6
O=C(CSc1nc2c(oc3ccccc32)c(=O)n1-c1ccccc1)Nc1ccccc1F
→ 103	-0.5
O=c1c(N2CCCC2)c(Cl)cnn1-c1ccccc1
→ 103	1.4
COc1cc(C(=O)N(CCc2ccccc2)C2CC3CCC(C2)N3C)cc(OC)c1OC (stereo not given)
→ 101	-0.2
CN(C1CCS(=O)(=O)C1)S(C)(=O)=O (stereo not given)
→ 100	-0.9
Cc1ccc(NCc2nnc(SCC(=O)N3CCOCC3)o2)c(C)c1
→ 101	-0.2
COc1ccc(C2=NC3Oc4c(C)cccc4C=C3C(=O)N2)c(OC)c1OC (stereo not given)
→ 101	0
CCS(=O)(=O)N1CCC(NC(=O)c2cc(OC)cc(OC)c2)CC1
→ 101	-0.6
CCN(CC)S(=O)(=O)c1ccc2nc(NC(=O)c3cc(OC)c(OC)c(OC)c3)sc2c1
→ 100	-0.6
COc1ccc(Nc2nn(-c3ccc(OC(F)(F)F)cc3)nc2C(C)=O)cc1
→ 112	0.8
COc1ccc(-n2c(Cn3ncc4ccccc4c3=O)n[nH]c2=S)cc1
→ 101	0.4
O=S(=O)(c1ccccc1)c1nnn2c1nc(NCc1cccs1)c1sccc12
→ 108	0.2
CCC(C)c1c(O)[nH]c(=S)[nH]c1=O (stereo not given)
→ 100	-0.4
Cn1c(=O)c2c(ncn2C)n(C)c1=O
→ 100	0
Cc1ccc2nc(-c3cccc(NC(=O)COc4ccccc4)c3C)oc2c1
→ 99	-0.2
CCCCNC(=S)NN1C(=O)NC(C)(c2cccc(OC)c2)C1=O (stereo not given)
→ 102	-0.1
O=C(O)CCc1nc(-c2ccccc2)c(-c2ccccc2)o1
→ 99&101	-0.2&0.2
CNc1ccccc1C(=O)OCc1ccc(C(=O)OC)cc1
→ 102	0.4
Cc1c(C)n(Cc2ccccc2)c2ccc(C(=O)N3CCN(c4ccc(F)cc4)CC3)cc12
→ 110	0.8

Gathered by group, the compounds so far with a COOH group (4)
Screens in order: Polio RdRp inh	Polio RdRp inh FP z-score
CC(C)Cc1cc(C(=O)O)nc(=O)[nH]1
→ 99	-0.5
O=C(O)c1ccc(N2C(=O)CSC2=S)cc1
→ 101	-0.3
CC(SCC(=O)O)c1nc2ccccc2[nH]1 (stereo not given)
→ 108	0.6
O=C(O)CCc1nc(-c2ccccc2)c(-c2ccccc2)o1
→ 99&101	-0.2&0.2

Next section:
Screens in order: Polio RdRp inh	Polio RdRp inh FP z-score
CCCC(O)C(C)(C)CO (stereo not given)
→ 101	0
CCCCCn1c(=O)[nH]c2cc(C(=O)N3CCN(c4ccccc4F)CC3)ccc2c1=O
→ 107	0.5
Cc1ccc(C)c(NC(=O)CSc2ncccn2)c1
→ 102	0.4
COc1ccccc1CC(=O)NCc1nn(-c2ccccc2)nc1C
→ 93	-1.6
COc1ccc(-c2cc(C(F)(F)F)nc(SCCC(=O)NC(C)C)n2)cc1
→ 101	-0.1
CC(C)n1cnnc1SCC(=O)NC(=O)c1cccn1C
→ 100	-0.2
COc1cccc(NC(=O)Cn2nc(N3CCN(c4ccccc4)CC3)ccc2=O)c1
→ 108	0.2
CCOC(=O)c1[nH]c(C)c(CCC(=O)Nc2ccccc2C(=O)OC)c1C
→ 105	-0.6
O=C(O)CCOc1cccc(Br)c1
→ 101	0
Cc1nn(-c2ccccc2)c(C)c1/C=N/N=C1\C(=O)Nc2ccccc21
→ 93	-1.6
Clc1ccc(CN2CCNCC2)cc1
→ 102	0.2
CSCCC(C(=O)O)N1C(=O)c2ccccc2C1=O (stereo not given)
→ 104	0.2
CN1C(=O)Cc2cc(S(=O)(=O)CCC(=O)N3CCN(Cc4ccc5c(c4)OCO5)CC3)ccc21
→ 104	1.7
C1CCC2(CC1)C1=C(CCCC1)Nc1nnnn12
→ 100	-0.6
COc1cccc(CSc2nnc(Cc3cccs3)n2C2CCCCC2)c1
→ 101	-0.2
O=C1CC(c2ccccc2)Cc2c1cnn2-c1nc2ccccc2[nH]1 (stereo not given)
→ 99	-1.3
O/N=C1\CCCc2nn(-c3ccc(Cl)c(Cl)c3)nc21
→ 101	-0.1
CCOc1ccc(/C=C2\SC(=O)N(CCNC(=O)c3c(CC)noc3C)C2=O)cc1OC
→ 103	0.3
COc1ccc(S(N)(=O)=O)cc1C(=O)N1CCCC1
→ 104	0.2
CCN(CC)C(=O)c1cccc(Cl)c1
→ 105	0.4

Four structures out of the list, ordered by SMILES length, smallest number first:
Screens in order: Polio RdRp inh	Polio RdRp inh FP z-score
CCCC(O)C(C)(C)CO (stereo not given)
→ 101	0
CSCCC(C(=O)O)N1C(=O)c2ccccc2C1=O (stereo not given)
→ 104	0.2
COc1ccccc1CC(=O)NCc1nn(-c2ccccc2)nc1C
→ 93	-1.6
CCOC(=O)c1[nH]c(C)c(CCC(=O)Nc2ccccc2C(=O)OC)c1C
→ 105	-0.6

The list continues:
Screens in order: Polio RdRp inh	Polio RdRp inh FP z-score
Cc1cc(/C=N/N2CCOCC2)c(C)n1-c1cccc(S(=O)(=O)N2CCOCC2)c1
→ 107	0.6
CCOC(=O)CCSc1ccccn1
→ 102	-0.1
CCCc1c(OCCCCc2nn[nH]n2)ccc(C(C)=O)c1O
→ 103&100	0.7&-0.1
N#CC1(P(=S)(c2ccccc2)c2ccccc2)CCCC1
→ 107	0.5
COC(=O)c1ccc(N2CCN(C)CC2)c(NC(=O)C(C)(C)Oc2ccc(Cl)cc2)c1
→ 104	1
CSc1cccc(NC(=S)NN(C)C)c1
→ 106	0.5
CCOC(=O)C1(O)c2ccccc2NC(=O)N1C (stereo not given)
→ 104	0.7
CC(C)N(Cc1ccccc1)C(=O)CSc1nnc(-c2ccco2)n1-c1ccccc1
→ 101	-0.2
COc1ccc(N2CCN(C(=O)C3CCCN(C(=O)c4cc5sccc5n4C)C3)CC2)cc1 (stereo not given)
→ 106	0
CS(=O)(=O)c1nnnn1-c1ccc2c(c1)OCO2
→ 100	-0.7
S=c1nc(-c2cccs2)[nH][nH]1
→ 69*	-3.5*
O=C(CSc1oc(-c2ccco2)nc1S(=O)(=O)c1ccccc1)c1ccc(Cl)cc1
→ 104	-0.4
CC(C)N(Cc1ccccc1)CC(O)COc1ccc(S(=O)(=O)N2CCOCC2)cc1Cl (stereo not given)
→ 99	-0.4
CCCNC(=O)OCN1C(=O)c2ccc(N)cc2C1=O
→ 98	-0.7
O=C(NCCc1ccccc1)c1ccc2c(c1)N(Cc1ccc(Cl)cc1)C(=O)c1ccccc1S2(=O)=O
→ 112	0.9
CCSC1=C(C#N)C(=O)NC(C)S1 (stereo not given)
→ 103	0.9
O=C(NC1CC1)c1n[nH]c(=O)c2ccccc12
→ 102	0
CC(C)(C)n1ncc2c(=O)n(Cc3cccc4ccccc34)cnc21
→ 102	-0.3
Nc1cccc2c1C(=O)N(C(=O)c1cccc(S(=O)(=O)N3CCOCC3)c1)C2=O
→ 100	-0.1

Rewritten as labelled records: entries from further up.
CCOC(=O)CCSc1ccccn1
  Polio RdRp inh = 102
  Polio RdRp inh FP z-score = -0.1

COc1ccc(N2CCN(C(=O)C3CCCN(C(=O)c4cc5sccc5n4C)C3)CC2)cc1 (stereo not given)
  Polio RdRp inh = 106
  Polio RdRp inh FP z-score = 0

S=c1nc(-c2cccs2)[nH][nH]1
  Polio RdRp inh = 69*
  Polio RdRp inh FP z-score = -3.5*

O=C(CSc1oc(-c2ccco2)nc1S(=O)(=O)c1ccccc1)c1ccc(Cl)cc1
  Polio RdRp inh = 104
  Polio RdRp inh FP z-score = -0.4

From PubChem BioAssay
